ASAP1 inh = inhibitors of human ASAP1 ArfGAP activity; ASAP1-stimulated ARF1 GTP hydrolysis, GDP FP detection; actives 0.19% (n = 360,000); AID 624377; Q9ULH1; inhibition, % at 16.5 µM; in the data active = inhibition above about 25%;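 also: 0% = vehicle with enzyme and substrate and 100% = no enzyme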
Target sequence (Q9ULH1 325-724 limits assumed): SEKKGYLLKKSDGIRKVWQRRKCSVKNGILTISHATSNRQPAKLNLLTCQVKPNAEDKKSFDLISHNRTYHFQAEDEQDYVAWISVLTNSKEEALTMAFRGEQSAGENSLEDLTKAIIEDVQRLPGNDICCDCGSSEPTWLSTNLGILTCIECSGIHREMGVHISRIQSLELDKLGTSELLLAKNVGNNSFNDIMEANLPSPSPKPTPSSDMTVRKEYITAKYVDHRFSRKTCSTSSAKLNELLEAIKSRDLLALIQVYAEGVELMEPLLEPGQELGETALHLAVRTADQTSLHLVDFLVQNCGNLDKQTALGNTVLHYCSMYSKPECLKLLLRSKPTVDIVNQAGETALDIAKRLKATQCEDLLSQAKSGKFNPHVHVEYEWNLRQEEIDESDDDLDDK
PLC-gamma1 inh = blocks human PLC-gamma1 enzyme activity. P19174. purified PLC-gamma1, fluorogenic substrate, fluorescence. inhibition, % at 12.2 µM. actives 0.84% (n = 370,000). AID 720700; in the data active = inhibition above about 9.5%
ADAM17 inh = inhibits human ADAM17; inhibition, % at 6.95 µM; actives 0.83% (n = 370,000); P78536; recombinant ADAM17, EDANS/DABCYL FRET peptide cleavage;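 active = inhibition above the mean of compounds lying between control limits plus 3 SD, set per campaign, cut at about 8.5% in these data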;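 also: 0% = DMSO-only wells as the low control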
ARFGAP1 inhibitor = inhibits rat ARF GTPase activating protein 1 | Arfgap1-stimulated ARF1 GTP hydrolysis, GDP FP detection | actives 0.26% (n = 360,000) | AID 651572 | Q62848 | inhibition, % at 16.5 µM;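 active = inhibition above a per-plate limit, mean inhibition of low control wells plus 3 SD, cut at about 25% in these data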;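 also: 0% = DMSO wells with enzyme and 100% = wells lacking Arfgap1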
Target sequence (Q62848 1-136 limits assumed): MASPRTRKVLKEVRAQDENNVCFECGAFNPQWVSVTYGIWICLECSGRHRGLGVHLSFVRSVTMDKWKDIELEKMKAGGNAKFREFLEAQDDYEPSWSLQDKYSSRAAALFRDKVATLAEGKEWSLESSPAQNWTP
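material = rat Arfgap1 catalytic domain, aa 1-136 | also added = human ARF1(Δ1-17)-GTP substrate | compound dosing = one concentration, 16.5 µM, DMSO 1.26% | times = GTP hydrolysis reaction 2 h at 25 °C | measured by = FP, GDP Alexa 633 tracer displaced from anti-GDP antibody, 620/688 nm | evaluation = percent inhibition of Arfgap1-stimulated GTP hydrolysis | replication = single well per compound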
TDP2 inh = TDP2 (human) inhibition, absorbance primary screen; O95551; recombinant TDP2, T5PNP hydrolysis, p-nitrophenol absorbance 415 nm; AID 720702; actives 0.34% (n = 370,000); inhibition, % at 12.8 µM;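 active = inhibition above the mean of all tested compounds plus 3 SD, set per campaign, cut at about 25% in these data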;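 also: 0% = DMSO with enzyme and 100% = buffer with substrate but no TDP2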
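Evaluation: % inhibition relative to enzyme-containing and enzyme-free wells. Material: recombinant human TDP2. Benchmarks: enzyme-free and DMSO wells. Timing: enzyme reaction with compound for 2 h at 37 °C. Compound dosing: 12.8 µM only. Measured by: p-Nitrophenol epi absorbance. Reagent: T5PNP substrate at 5 mM, a TopII-DNA adduct mimic. Replication: single well per compound.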
DDE Tn6 FP inh = inhibitors of Tn6 peptide binding to human fibrin DD(E); P02675; Fibrin DD(E) TRITC-Tn6 fluorescence polarization displacement; inhibition, % at 8.3 µM; actives 0.21% (n = 370,000); AID 720509;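 active = inhibition above a per-campaign cutoff: mean of compounds within control limits plus 3 SD, cut at about 15% in these data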;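 also: 0% = median of all compound wells on the plate and 100% = blocking peptide control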
Target sequence (P02675 whole entry, looked up): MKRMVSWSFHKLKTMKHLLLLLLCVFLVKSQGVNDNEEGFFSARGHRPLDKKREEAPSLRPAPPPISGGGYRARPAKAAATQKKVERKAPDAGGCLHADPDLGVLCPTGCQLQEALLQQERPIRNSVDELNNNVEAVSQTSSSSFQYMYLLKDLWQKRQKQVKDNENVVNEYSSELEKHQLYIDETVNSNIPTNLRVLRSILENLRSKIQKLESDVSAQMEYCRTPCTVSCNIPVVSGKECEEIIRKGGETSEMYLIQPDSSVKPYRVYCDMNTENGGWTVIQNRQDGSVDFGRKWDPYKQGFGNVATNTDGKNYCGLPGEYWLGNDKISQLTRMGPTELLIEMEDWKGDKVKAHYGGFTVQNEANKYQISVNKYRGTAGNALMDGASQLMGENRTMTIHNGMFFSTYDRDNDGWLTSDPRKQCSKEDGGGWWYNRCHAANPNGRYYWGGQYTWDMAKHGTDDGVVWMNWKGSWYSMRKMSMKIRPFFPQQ
ADAM10 inh = inhibitors of human ADAM10 | AID 720582 | actives 0.62% (n = 370,000) | inhibition, % at 7 µM | O14672 | recombinant ADAM10, EDANS/DABCYL FRET peptide cleavage, 3 h;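 active = inhibition above a per-campaign cutoff equal to the mean of compounds falling between control-based bounds plus 3 SD, cut at about 20% in these data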;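 also: 0% = DMSO wells while the 100% control is not disclosed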
Tn7 DDE FP = DD(E)-Tn7 binding inhibition, primary FP screen; FP displacement of FITC-Tn7 peptide from fibrin DD(E); 0% = median of compound wells per plate; AID 720508; inhibition, % at 8.3 µM; actives 0.13% (n = 370,000);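 active = inhibition above the mean of compounds falling within the control limits plus 3 SD of them, cut at about 14% in these data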;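 also: 0% = plate median of compound wells and 100% = 10 µM Aha-Tn7 peptide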
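System: human fibrin DD(E); quantity: Fibrin-DD(E) at 2 µM final; also added: fluorescent Tn7 probe at 0.1 µM; compound dosing: single nominal test concentration of 8.3 µM per compound; schedule: 10 min preincubation, 3 h with tracer, room temperature; detection: fluorescence polarization of the labelled Tn7 tracer; repeats: one replicate per compound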
LEDGF integ inh = blocks HIV-1 LEDGF/p75-dependent DNA integration; TR-FRET IN-LEDGF/p75 DNA integration, Eu/Cy5; inhibition, % at 3.7 µM; actives 0.64% (n = 370,000);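 active = inhibition above the screen-wide mean plus 3 SD, cut at about 13% in these data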;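 also: signal is the Cy5 over europium emission ratio at 671 and 618 nm; 0% = plate median of compound wells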
proKLK7 act = activates the human kallikrein-7 zymogen | P49862 | purified proKLK7, EDANS-DABCYL substrate fluorescence; 100% is mature enzyme control, 0% vehicle | activation, % at 7 µM | actives 0.9% (n = 370,000) | AID 652039;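 active = activation above the mean of all tested compounds plus 3 SD, computed per campaign excluding outliers beyond control limits, cut at about 13% in these data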
An asterisk follows results filed as active; i = inactive; / = not tested or not shown.

SMILES	ASAP1 inh	PLC-gamma1 inh	ADAM17 inh	ARFGAP1 inhibitor	TDP2 inh	DDE Tn6 FP inh	ADAM10 inh	Tn7 DDE FP	LEDGF integ inh	proKLK7 act
CCOCC(=O)Nc1cc(C(=O)Nc2cccc(C)c2C)ccc1Cl	-8	0	-4	-4	8	-2	-7	13	-1	0.8
Brc1ccc(Cn2c(-c3ccc(Br)o3)nc3ccccc32)o1	3	0	1	-13	-2	-2	-2	-6	2	0.0
N/C(=N\N=Cc1ccc2c(c1)OCO2)NN=Cc1ccc2c(c1)OCO2	3	-1	3	18	44*	5	-8	2	43*	-1.6
Cn1c(=O)n(C)c2cc(S(=O)(=O)NCCc3ccccc3)ccc21	-2	-2	-4	-3	9	-4	-7	-8	1	-0.6
O=C(NCC(c1ccco1)N1CCOCC1)c1ccc(Cl)cc1 (stereo unspecified)	5	5	0	-6	13	7	3	2	2	1.3
Cc1ccc(NC(=O)CNC(=O)c2ccco2)cc1Cl	-3	0	-3	-4	7	2	-7	-1	2	0.1
O=C1CC(C(F)(F)C(F)(F)C(F)(F)F)=Nc2ccccc2N1	11	-4	-2	8	-6	-1	-12	6	0	0.3
Cc1ccc(CN2CCC[C@]3(N[C@H](c4ccccc4)[C@@H]4C(=O)N(Cc5ccccc5)C(=O)[C@@H]43)C2=O)cc1	1	1	-2	-4	3	2	-5	2	0	-0.4
Cc1ccc(NC(=O)Nc2cc(C)nn2-c2ccccc2)cc1	/	-2	-1	/	-2	2	-3	3	1	0.5
COc1cc(C(=O)Nc2cc(S(C)(=O)=O)ccc2Cl)ccc1OCC(=O)N1CCOCC1	-13	-1	-2	-10	14	-4	-8	-2	-1	0.2
O=C(NCc1ccccc1)[C@H]1CCCN1C(=O)[C@H]1CCCN1C(=O)c1ccc(OC(F)(F)F)cc1	-12	3	-5	-7	8	8	-2	8	1	-0.5
CCCNC(=O)c1ccc2c(c1)S(=O)(=O)c1ccccc1C2=O	-12	-1	1	1	-2	1	7	4	1	0.2
O=C(c1cccc(N2C(=O)C3C4C=CC(C4)C3C2=O)c1)N1CCN(c2ccc(F)cc2)CC1 (stereo unspecified)	1	2	1	-4	-15	-6	3	-1	1	0.6
COc1ccc(S(=O)(=O)N2CCN(C(=O)CC3CC4CCC3C4)CC2)cc1 (stereo unspecified)	3	5	-11	-3	-12	-2	-20	2	-7	-0.2
CC(=O)Nc1ccc2c(COC(=O)[C@@H](NS(=O)(=O)c3ccc(C)cc3)C(C)C)cc(=O)oc2c1	-5	-418	i	-3	-8	-1	i	-2	-2	5.1
COC(=O)c1ccc(CSCc2ccc(C(=O)OC)o2)o1	-1	1	3	4	-14	-4	1	-4	8	0.2
CCOc1ccccc1NC(=O)C1CCCN1C(=O)OCc1ccccc1 (stereo unspecified)	-9	-3	-4	4	2	1	-7	-2	0	0.1
Cc1cc(C)cc(N2C(=O)C=CC2=O)c1	-10	-3	0	-17	11	3	1	0	4	0.3
Cc1ccc(C)c2[nH]c(=O)c(CN(Cc3ccco3)C(=S)NCC3CCCO3)cc12 (stereo unspecified)	6	-4	-8	-13	-2	1	-19	1	-8	0.3
O=C(CSc1nnc2c(n1)[nH]c1ccc(F)cc12)N1CCOCC1	2	0	-6	1	5	-3	-11	-1	-6	-0.4
CCOC(=O)C1(Cc2ccc(OC)cc2)CCN(C(=O)c2ccoc2C)CC1	-1	0	-1	1	4	0	-2	-5	-4	-0.8
COc1ccc(Cn2cc(CN3CC(N4CC=CC4)CS3(=O)=O)nn2)cc1 (stereo unspecified)	-4	-3	-6	-9	4	11	-9	4	-1	0.1
CCCN(C(=O)c1cc(S(=O)(=O)N2CCCCCC2)ccc1OC)C1CCS(=O)(=O)C1 (stereo unspecified)	-20	5	-4	4	3	4	1	1	-4	-0.5
Cc1nn(CC(=O)NCC(C)c2ccccc2)c(=O)c2cccn12 (stereo unspecified)	-1	1	-8	-4	5	3	-4	-3	-2	-0.3
CCCCC1N2CC3([N+](=O)[O-])CN1CC([N+](=O)[O-])(C2)C3(C)C (stereo unspecified)	9	3	2	3	0	-2	-5	-5	-1	0.1
COc1ccc2cc(CCNC(=O)c3ccc(Br)o3)c(=O)[nH]c2c1	-5	-4	-8	1	5	-7	-32	-1	-2	-0.1
CCc1nnc(NC(=O)C(CC)CC)s1	3	7	-1	0	-11	-3	7	0	3	0.2
COc1ccc(/C=N/NC(=O)c2cccs2)c2ccccc12	4	-73	-6	2	-19	-14	-24	0	-3	0.4
Cc1ccc2nc(CSc3nc(C)nc4c3oc3ccccc34)[nH]c2c1	-5	-16	-3	13	-7	-16	2	-1	-3	-0.5
CC1(C(=O)NS(=O)(=O)c2cccc(C#N)c2)CCN1C(=O)Cc1ccc(Cl)cc1Cl (stereo unspecified)	1	-2	-5	6	-1	-2	-13	5	4	0.2
CC1(C)C(=O)OC(c2cc(Br)ccc2O)C(C)(C)C1=O (stereo unspecified)	19	-1	7	6	-17	-5	6	-8	-2	0.4
Cc1ccc(C(=O)NCc2ccc3c(c2)OCO3)o1	0	0	-3	5	0	1	-5	1	-1	0.8
Cc1cccc(S(=O)(=O)NC(=O)C2(C)CCN2C(=O)CCC2CCCC2)c1 (stereo unspecified)	1	-1	-5	-2	7	6	-13	-7	-2	-0.2
Cc1nc2cc(C(=O)OCC(=O)Nc3cccc(Cl)c3)ccc2n1-c1ccccc1	-9	-41	-5	6	1	-9	-22	-2	-3	-4.5
Cc1ccc(S(=O)(=O)N2CC3(O)CN(C(=O)OC(C)C)N(C(=O)OC(C)C)CC3(OC(=O)NC3CCCC3)C2)cc1 (stereo unspecified)	-9	0	0	6	1	0	-4	-2	-5	-0.2
COc1ccc(CNS(=O)(=O)CC2NCc3cc(OC)ccc32)cc1 (stereo unspecified)	/	-19	-12	/	2	2	-36	-1	3	-1.1
CCN(C(=O)COC(=O)c1c(C)nn(-c2ccccc2)c1Cl)c1c(N)n(Cc2ccccc2)c(=O)[nH]c1=O	4	-3	-3	-11	9	1	3	1	4	0.6
Fc1cccc(Nc2nc(N3CCOCC3)nc(N3CCOCC3)n2)c1	4	1	-3	1	-5	-5	1	0	-5	0.5
O=C(Nc1cc(NC(=O)c2ccccc2F)ccc1Cl)c1ccccc1	-5	-2	-7	-3	0	6	-17	9	-4	3.2
COCCn1c(N)c(N(Cc2ccccc2)C(=O)c2cc(=O)[nH]c3ccccc23)c(=O)[nH]c1=O	2	1	-1	14	3	-5	-8	0	2	-0.6
O=C(NCC1CCCO1)c1ccc(Cn2c(=S)[nH]c3ccccc3c2=O)cc1 (stereo unspecified)	-17	7	8	0	-12	-1	9	-4	7	-0.1
CC(OC(=O)c1ccc(NC(N)=O)cc1)C(=O)Nc1ccc2c(c1)OCCO2 (stereo unspecified)	-11	-58	1	5	-14	-4	0	-14	6	0.0
Cc1cccc(N/N=C/c2ccc(O)c(O)c2O)c1	8	2	1	-4	-11	-5	0	-3	70*	0.6
COc1cc2cc(CN(CCN3CCCC3)C(=O)Nc3ccc(F)cc3)c(=O)[nH]c2cc1OC	12	-55	-84	-3	-9	-3	-259	-6	1	-1.7
COc1ccc(S(=O)(=O)Nc2c(O)ccc3ccccc23)cc1OC	7	-19	-7	12	21	-3	-20	-4	5	-1.1
O=C(CN1CCN(Cc2ccccc2)CC1)Nc1ccc(F)c(F)c1	-1	-2	-6	4	1	3	2	2	-2	-0.4
OCCNc1nc(Cl)nc(NCc2ccco2)n1	17	-1	-5	11	19	-5	-2	4	-2	-0.1
CCN(CC)S(=O)(=O)c1ccc(Oc2ccccc2OC)cc1	-14	3	3	10	13	-2	9	7	2	-0.1

Part of the list above, field by field:
> CC(OC(=O)c1ccc(NC(N)=O)cc1)C(=O)Nc1ccc2c(c1)OCCO2 (stereo unspecified)
  ASAP1 inh: -11; PLC-gamma1 inh: -58; ADAM17 inh: 1; ARFGAP1 inhibitor: 5; TDP2 inh: -14; DDE Tn6 FP inh: -4; ADAM10 inh: 0; Tn7 DDE FP: -14; LEDGF integ inh: 6; proKLK7 act: 0.0
> Cc1cccc(N/N=C/c2ccc(O)c(O)c2O)c1
  ASAP1 inh: 8; PLC-gamma1 inh: 2; ADAM17 inh: 1; ARFGAP1 inhibitor: -4; TDP2 inh: -11; DDE Tn6 FP inh: -5; ADAM10 inh: 0; Tn7 DDE FP: -3; LEDGF integ inh: 70*; proKLK7 act: 0.6

More results follow:
SMILES	ASAP1 inh	PLC-gamma1 inh	ADAM17 inh	ARFGAP1 inhibitor	TDP2 inh	DDE Tn6 FP inh	ADAM10 inh	Tn7 DDE FP	LEDGF integ inh	proKLK7 act
O=[N+]([O-])c1ccc(N/N=C/c2ccccc2O)cc1	19	-60	2	20	-11	-21	-2	-6	-2	-0.1
COc1ccccc1N1CCN(c2cnccn2)CC1	-4	1	-4	-13	9	3	-2	5	-1	0.1
NC(=O)CC(NC(=O)Cc1cccc2ccccc12)c1ccc(NC2CCCCCC2)c([N+](=O)[O-])c1 (stereo unspecified)	8	0	-4	5	-6	3	-4	-5	0	-0.1
CC(=O)Nc1ccc(NC(=O)C(C)OC(=O)c2ccc3ccccc3n2)cc1 (stereo unspecified)	7	3	5	1	-17	-2	0	5	6	-0.8
O=C(NCc1ccco1)c1nc(-c2ccccc2)n(-c2ccccc2)n1	0	1	-2	11	-9	2	-9	-4	-4	-0.6
C#CCOCCOCCOCCNc1nc(N2CCN(C(=O)[C@H]([C@@H](C)O)n3cc(CCCCN)nn3)CC2)nc(N2CCN(C(=O)[C@H]([C@@H](C)CC)n3cc(CCCCN)nn3)CC2)n1	-4	3	-6	8	-2	2	-12	-3	1	-0.1
CCCCCC/C=C/c1ccc([C@H]2[C@H]3C=CC[C@@H](C)[C@@H]3C(=O)N2Cc2ccccc2)c(F)c1	8	0	1	2	4	4	4	-5	1	-0.7
COc1ccc(OCCNC(=O)c2cc(C3CC3)nc3c2cnn3C(C)C)cc1	-2	-3	2	-2	-20	3	0	4	-2	0.0
COc1cc(C(=O)Oc2ccccc2/C=N/NC(=O)c2ccc(C)c(Cl)c2)cc(OC)c1OC	-4	4	1	8	-1	-5	3	-1	1	0.9
O=C(NCC(c1cccnc1)N1CCN(c2ccccc2F)CC1)c1cccc(Cl)c1 (stereo unspecified)	1	0	-1	1	3	1	-15	2	-1	-0.3
Cc1ccccc1C1CC(=O)c2ccccc2C1C (stereo unspecified)	-5	2	-4	-12	3	-10	-10	3	0	-0.5
O=C(C1CCN(S(=O)(=O)c2cc(Cl)ccc2Cl)CC1)N1CCOCC1	1	2	0	-7	11	0	7	-4	-1	0.0
COc1cccc(-c2nc(CS(=O)(=O)CC(=O)N3CCCCC3)c(C)o2)c1	4	-1	-6	-1	9	2	9	2	1	0.0

Source: PubChem (The Scripps Research Institute Molecular Screening Center)
